Compound activity: PubChem BioAssay, The Scripps Research Institute Molecular Screening Center
PLC-gamma1 inh: inhibitors of human phospholipase C gamma1; P19174; purified PLC-gamma1, fluorogenic substrate, fluorescence; inhibition, % at 12.2 µM; 370,000 compounds, 0.84% hits; in the data active means inhibition above about 9.5%
TDP2 inh: blocks human TDP2 phosphodiesterase activity; O95551; recombinant TDP2, T5PNP hydrolysis, p-nitrophenol absorbance 415 nm; inhibition, % at 12.8 µM; 370,000 compounds, 0.34% hits; AID 720702;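 active means inhibition above the mean of all tested compounds plus 3 SD, set per campaign, cut at about 25% in these data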;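 further: 0% = DMSO with enzyme and 100% = buffer with substrate but no TDP2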
Target sequence (O95551 whole entry, looked up): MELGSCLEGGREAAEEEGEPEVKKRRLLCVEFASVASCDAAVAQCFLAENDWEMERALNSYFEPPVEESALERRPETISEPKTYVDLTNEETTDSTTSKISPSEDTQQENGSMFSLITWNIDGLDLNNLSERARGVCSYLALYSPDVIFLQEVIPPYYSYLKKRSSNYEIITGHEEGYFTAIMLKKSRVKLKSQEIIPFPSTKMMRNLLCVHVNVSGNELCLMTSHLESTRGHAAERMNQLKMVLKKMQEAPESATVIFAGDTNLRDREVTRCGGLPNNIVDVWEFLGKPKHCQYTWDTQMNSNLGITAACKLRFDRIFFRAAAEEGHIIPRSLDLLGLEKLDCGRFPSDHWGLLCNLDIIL
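Incubation: 2 h at 37 °C; Test system: recombinant human TDP2; Quantity: enzyme 120 nM; Read-out basis: percent inhibition; Medium: 50 mM Tris-HCl pH 7.5 with Mg2+, KCl, DTT, BSA; Repeats: single replicate; Compound: 12.8 µM single point, 1% DMSO; Signal: epi absorbance; Reagent: 5 mM T5PNP chromogenic substrate; Benchmarks: no-enzyme high, DMSO-plus-enzyme low.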
Tn7 DDE FP: disrupts Tn7 cyclic peptide binding to fibrin D-Dimer-E complex; P02675; FP displacement of FITC-Tn7 peptide from fibrin DD(E); 0% = median of compound wells per plate; inhibition, % at 8.3 µM; 370,000 compounds, 0.13% hits;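 active means inhibition above the mean of compounds falling within the control limits plus 3 SD of them, cut at about 14% in these data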;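 further: 0% = plate median of compound wells and 100% = 10 µM Aha-Tn7 peptide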
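Also added: labelled Tn7 tracer, 0.1 µM; Assay system: human fibrin DD(E) protein; Amount: 2 µM fibrin DD(E); Schedule: 10 min compound pre-incubation, 3 h probe incubation at room temperature; Repeats: one replicate per compound; Read-out basis: percent inhibition; Measured by: fluorescence polarization of the labelled Tn7 tracer.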
ADAM10 inh: inhibitors of human ADAM10; O14672; inhibition, % at 7 µM; recombinant ADAM10, EDANS/DABCYL FRET peptide cleavage, 3 h; 370,000 compounds, 0.62% hits;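 active means inhibition above a per-campaign cutoff equal to the mean of compounds falling between control-based bounds plus 3 SD, cut at about 20% in these data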;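 further: 0% = DMSO wells while the 100% control is not disclosed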
Target sequence (O14672 214-748 limits assumed): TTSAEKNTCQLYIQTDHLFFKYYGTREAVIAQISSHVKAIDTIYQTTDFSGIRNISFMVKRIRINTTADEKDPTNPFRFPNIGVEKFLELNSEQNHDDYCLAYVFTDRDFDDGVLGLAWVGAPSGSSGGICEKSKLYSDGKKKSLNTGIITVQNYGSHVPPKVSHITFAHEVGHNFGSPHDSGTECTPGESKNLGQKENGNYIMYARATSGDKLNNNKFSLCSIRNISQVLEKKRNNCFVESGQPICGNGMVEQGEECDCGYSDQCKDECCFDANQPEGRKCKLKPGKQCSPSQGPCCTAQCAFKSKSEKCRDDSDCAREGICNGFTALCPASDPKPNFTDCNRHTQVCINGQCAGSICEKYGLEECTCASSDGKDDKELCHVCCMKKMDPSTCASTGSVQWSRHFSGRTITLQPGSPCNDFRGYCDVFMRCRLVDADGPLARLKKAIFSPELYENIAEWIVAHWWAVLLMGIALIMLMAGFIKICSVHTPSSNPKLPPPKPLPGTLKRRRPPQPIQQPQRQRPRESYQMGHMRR
SIAE inh: blocks human sialic acid acetylesterase; Q9HAT2; SIAE FP-Rh probe binding, fluorescence polarization; inhibition, % at 9.66 µM; 370,000 compounds, 0.69% hits;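 active means inhibition above a cutoff: mean of compounds within the control limits plus 3 SD of those, cut at about 17% in these data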;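 further: 0% = plate median of compound wells and 100% = probe without SIAE protein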
PLCb3 inh: inhibitors of human phospholipase C beta3; 370,000 compounds, 0.18% hits; inhibition, % at 12.2 µM; AID 720704; Purified PLC-beta3, fluorogenic substrate, fluorescence; in the data active means inhibition above about 11%;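 further: 0% = median of compound wells on plate and 100% = full blocker control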
DDE Tn6 FP inh: inhibitors of Tn6 peptide binding to human fibrin DD(E); Fibrin DD(E) TRITC-Tn6 fluorescence polarization displacement; inhibition, % at 8.3 µM; 370,000 compounds, 0.21% hits;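 active means inhibition above a per-campaign cutoff: mean of compounds within control limits plus 3 SD, cut at about 15% in these data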;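 further: 0% = median of all compound wells on the plate and 100% = blocking peptide control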
ADAM17 inh: ADAM17 inhibition, QFRET primary screen | P78536 | recombinant ADAM17, EDANS/DABCYL FRET peptide cleavage | inhibition, % at 6.95 µM | 370,000 compounds, 0.83% hits | AID 720648;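 active means inhibition above the mean of compounds lying between control limits plus 3 SD, set per campaign, cut at about 8.5% in these data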;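 further: 0% = DMSO-only wells as the low control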
ARFGAP1 inhibitor: inhibitors of rat ARFGAP1; Arfgap1-stimulated ARF1 GTP hydrolysis, GDP FP detection; inhibition, % at 16.5 µM; AID 651572; 360,000 compounds, 0.26% hits;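 active means inhibition above a per-plate limit, mean inhibition of low control wells plus 3 SD, cut at about 25% in these data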;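 further: 0% = DMSO wells with enzyme and 100% = wells lacking Arfgap1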
Target sequence (Q62848 1-136 limits assumed): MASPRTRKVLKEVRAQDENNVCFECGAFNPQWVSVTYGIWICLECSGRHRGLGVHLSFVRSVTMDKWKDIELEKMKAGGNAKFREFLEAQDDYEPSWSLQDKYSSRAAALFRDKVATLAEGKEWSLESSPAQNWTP
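Material: rat Arfgap1 GAP domain (His6, aa 1-136), purified enzyme. Also added: human ARF1(Δ1-17)-GTP substrate. Compound dosing: 16.5 µM single point, 1.26% DMSO. Timing: enzyme reaction 120 min at 25 °C after 20 min preincubation. Signal: GDP detection by fluorescence polarization. Read-out basis: percent inhibition of GAP-stimulated GDP formation, scaled between DMSO and no-Arfgap1 medians.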
ASAP1 GAP inh: blocks human ASAP1-stimulated Arf1 GTP hydrolysis; inhibition, % at 16.5 µM; GDP FP detection; 360,000 compounds, 0.19% hits; AID 624377; Q9ULH1; in the data active means inhibition above about 25%;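 further: 0% = vehicle with enzyme and substrate and 100% = no enzyme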
Starred values were filed as active, the others as inactive; i = inactive; · = not tested or not shown.

SMILES	PLC-gamma1 inh	TDP2 inh	Tn7 DDE FP	ADAM10 inh	SIAE inh	PLCb3 inh	DDE Tn6 FP inh	ADAM17 inh	ARFGAP1 inhibitor	ASAP1 GAP inh
CC(=O)COc1coc(CN2CCN(c3ccc(F)cc3)CC2)cc1=O	2.2	-9.9	-2.3	-3.9	4.5	-2.8	-9.1	-0.1	6.5	2.9
Cc1ccc(S(=O)(=O)N2CCCCC2)cc1NC(=O)CCNC(=O)c1ccccc1Cl	6.2	1.5	-4.2	-1.0	-1.4	5.1	-2.6	-0.1	8.1	-2.8
CCS(=O)(=O)C1=NN2C(=N)/C(=C\c3ccc(OC(=O)c4ccco4)cc3)C(=O)N=C2S1	-1.4	13.8	4.8	0.2	-11.2	-8.9	-8.1	-0.8	0.2	4.8
Cc1nnc(N/N=C/c2cccc(C(F)(F)F)c2)n1N	13.3*	82.5*	2.8	1.0	6.2	10.5	3.6	-1.9	12.5	3.4
O=[N+]([O-])c1ccc(S(=O)(=O)N2CCSC2c2ccco2)cc1 (configuration not stated)	-1.8	-5.2	-4.3	-7.9	6.1	-7.6	-1.5	-1.8	13.4	-1.7
COCc1cc(C)[nH]c(=O)c1C(=O)NC12CC3CC(CC(C3)C1)C2	2.2	-2.9	2.5	-3.4	2.4	-6.2	-8.3	-4.0	2.5	-0.3
O=C(NC(=S)N1CCN(Cc2ccc3c(c2)OCO3)CC1)c1ccc(Cl)cc1	0.1	-1.5	-0.2	3.8	2.2	1.0	6.6	3.3	6.4	4.8
CN(C(=O)c1ccc2c(c1)OCCO2)c1c(N)n(Cc2ccccc2)c(=O)[nH]c1=O	-0.1	-5.5	0.8	-1.6	-6.1	-4.8	-5.2	-1.0	16.4	2.9
O=C(C[C@H]1C/C=C\C[C@@H](NC(=O)OCC2c3ccccc3-c3ccccc32)C(=O)O[C@@H](c2ccccc2)CNC1=O)N[C@H](CO)Cc1ccccc1	0.1	-5.2	9.0	5.4	-9.4	2.3	2.0	2.0	0.7	1.9
COC(=O)c1ccc(-n2c(C)cc(C(=O)COC(=O)C3=COCCO3)c2C)cc1	-0.1	1.4	5.1	-10.3	-2.0	-0.2	0.9	-4.1	-0.1	2.1
CCCn1c(N)c(C(=O)COC(=O)CNC(=O)c2ccc(C)c(C)c2)c(=O)n(C)c1=O	1.3	9.9	-7.3	-16.8	0.0	-6.5	0.9	-2.8	1.3	2.6
CCC(C)NC(=O)c1ccc(NC(=O)C2=C(C)OCCS2)cc1 (configuration not stated)	7.3	-14.5	-1.6	-8.1	-3.5	-1.7	-2.6	-2.1	2.9	7.0
COc1ccc(N(CC(=O)NCc2ccc3c(c2)OCO3)S(=O)(=O)c2ccccc2[N+](=O)[O-])c(OC)c1	-0.3	6.0	-0.5	2.2	2.7	-8.8	1.3	-4.7	4.1	-5.6
Cc1c(Cl)cccc1NC(=O)COC(=O)Cn1cnc2c1c(=O)n(C)c(=O)n2C	-0.3	-7.3	-5.0	1.1	-0.5	-1.1	4.7	-1.5	5.5	8.2
COc1ccc(NS(=O)(=O)c2cccc(N3CC(O)=C(c4ccccc4)C3=N)c2)cc1	-1.8	-2.3	-4.8	65.3*	8.8	1.3	10.4	-1.0	-9.2	-9.4
Cc1ccc(C)c(NC(=O)CN(C)C(C)C(=O)N2CC(C)CC(C)C2)c1 (configuration not stated)	1.9	-3.3	1.8	-0.4	9.5	-5.5	-1.4	-1.5	-10.0	1.6
CN1CCOCCOc2ccccc2OCCOCC1	8.7	-14.1	5.0	15.9	-1.3	6.5	-1.0	1.5	0.8	11.5
Nn1cc(-c2ccccc2)nc1SCC(=O)Nc1ccc2c(c1)OCO2	0.0	-5.4	5.9	7.1	5.8	-4.9	5.9	4.8	-11.6	-1.5
O=C(c1cccc(Cl)c1)C1CCCN(C(=O)c2ccc3c(c2)OCO3)C1 (configuration not stated)	0.4	21.3	-3.7	2.5	-1.3	-6.0	-6.5	1.6	-6.6	1.5
COc1ccc(S(=O)(=O)N2CCCCC2)cc1NC(=O)c1[nH]c(C)c(C(C)=O)c1C	2.2	4.7	1.6	-9.9	-7.7	-0.6	-2.3	0.3	5.3	4.3

Entries shown so far with fluorine, in the order listed:
SMILES	PLC-gamma1 inh	TDP2 inh	Tn7 DDE FP	ADAM10 inh	SIAE inh	PLCb3 inh	DDE Tn6 FP inh	ADAM17 inh	ARFGAP1 inhibitor	ASAP1 GAP inh
CC(=O)COc1coc(CN2CCN(c3ccc(F)cc3)CC2)cc1=O	2.2	-9.9	-2.3	-3.9	4.5	-2.8	-9.1	-0.1	6.5	2.9
Cc1nnc(N/N=C/c2cccc(C(F)(F)F)c2)n1N	13.3*	82.5*	2.8	1.0	6.2	10.5	3.6	-1.9	12.5	3.4

(further entries)
SMILES	PLC-gamma1 inh	TDP2 inh	Tn7 DDE FP	ADAM10 inh	SIAE inh	PLCb3 inh	DDE Tn6 FP inh	ADAM17 inh	ARFGAP1 inhibitor	ASAP1 GAP inh
COC(=O)c1c(C)[nH]c(C(=O)COc2ccc3ccc(=O)oc3c2)c1C	-22.4	0.0	-6.5	-132.6	-24.9	-30.3	2.6	-28.0	6.1	1.4
COc1ccc2nc(NC(=O)CN(C)S(=O)(=O)c3cccs3)sc2c1	1.3	6.6	-2.8	9.4	-11.1	0.8	-5.0	1.3	5.4	1.6
COCCNC(=O)C(Cc1c[nH]c2ccccc12)NC(=O)OCc1ccccc1 (configuration not stated)	-2.8	2.2	6.4	-0.6	2.1	-8.5	-0.5	-5.5	9.6	-7.6
CC(C)c1ccc(CN2C(=O)c3ccccc3S2(=O)=O)cc1	1.4	-3.4	-2.3	3.5	1.9	-6.8	-1.4	3.2	-7.8	10.7
O=C1C2C3CCC(C3)C2C(=O)N1c1ccc(OS(=O)(=O)c2ccccc2)cc1 (configuration not stated)	-0.5	-11.3	-5.5	2.6	4.5	3.6	6.0	-0.1	-1.0	7.0
CC(C(=O)N1CCc2ccccc21)N1CCN(c2ccccn2)CC1 (configuration not stated)	-0.1	10.4	4.7	-2.7	-3.9	-0.9	11.9	-3.7	-2.5	11.6
CN1CCN(Cc2nc(N)nc(Nc3ccc4c(c3)OCCO4)n2)CC1	5.3	-7.9	0.9	1.9	4.3	-0.9	-5.4	-0.1	4.8	4.3
CCOC(=O)c1oc2ccccc2c1NC(=O)CN1CCN(C)CC1	-7.8	2.4	-3.2	0.6	4.7	-8.4	-6.2	-2.2	1.2	2.4
COc1cccc(-c2ccc(C#N)c(=O)[nH]2)c1	-122.2	2.0	8.5	i	-0.1	-155.5	-4.5	-232.6	-2.3	16.8
Cc1ccc(NS(=O)(=O)c2ccc(-n3cccn3)cc2)cc1C	-0.3	11.2	9.1	-0.9	-4.8	-6.0	1.1	-1.3	-3.4	1.3
Cc1ccc(-c2nnc(SCC(=O)Nc3ccc(Oc4ccccc4)cc3)n2Cc2ccco2)cc1	-3.0	-4.5	0.6	17.8	-0.3	-1.6	-1.4	9.4*	·	·
O=C(Nc1sc2c(c1CN1CCOCC1)CCC2)c1ccc(F)cc1	-16.3	-7.2	5.7	0.8	-5.0	-13.6	2.0	-2.3	17.0	-1.3
COc1ccccc1-c1nnc(SCC(=O)N2CCOCC2)n1-c1ccccc1	8.7	-10.8	-6.0	1.8	3.7	3.4	-7.8	2.8	13.3	8.6
O=C(COc1ncnc2ccccc12)Nc1ccccc1[N+](=O)[O-]	5.3	-3.9	2.7	11.2	-1.0	2.0	-0.3	-1.4	1.1	1.9
COc1ccc2oc3cc(Cl)ccc3c(=O)c2c1	-79.6	0.0	-1.5	-196.2	1.4	-126.6	-3.9	-55.0	-5.5	0.7
N#CCn1c(CN2CCCC2)nc2ccccc2c1=O	-0.3	5.8	3.8	3.6	2.5	-4.7	2.2	-2.4	-2.9	-7.5
Cc1ccccc1P(=O)(CO)c1ccccc1C	0.2	5.5	4.2	-8.1	177.8*	2.4	-0.3	-7.7	1.7	10.6
Cc1ccc(NC(=O)CSc2nnc3n2CCCCC3)cc1S(=O)(=O)N1CCOCC1	1.8	1.1	2.5	-2.7	-0.9	-0.8	7.1	-1.5	0.6	-7.8
COc1ccc(CN2CCN(CC3CC3)CC2CCO)cc1C (configuration not stated)	1.3	13.1	4.1	-2.4	3.6	-1.1	0.6	-0.1	-3.0	9.6
CCC(CC)NC(=O)c1ccc(Cl)cc1	-0.3	7.6	0.1	2.3	2.7	-0.3	3.5	-0.3	0.0	1.1
Cc1noc(C)c1CSCC(=O)N(C)CC(=O)Nc1ccc(Cl)cc1	1.3	-0.8	2.6	-2.2	-0.2	-1.8	-10.1	1.0	5.5	0.1
CCOC(=O)N/N=C/c1cc(C)n(-c2ccccc2)c1C	-4.0	-3.5	-6.7	-3.2	3.7	-9.8	-4.0	3.1	-4.9	4.1
CC1=C(C(=O)N2CCCCCC2)CC(CC(=O)NCCc2ccccn2)C(=O)N1CCC1=CCCCC1 (configuration not stated)	-0.4	-2.2	4.3	-2.0	9.0	1.1	6.0	-4.0	3.3	-2.9
Clc1nc(Nc2ccc(N3CCOCC3)cc2)c2ccccc2n1	-3.1	10.3	-1.4	8.2	6.6	-5.9	-0.8	4.9	6.5	-2.7
N#CC1C(=O)NC(c2ccccc2)=CC1c1ccccc1 (configuration not stated)	-39.7	-7.6	0.9	-245.7	4.3	-54.8	-1.4	-74.4	-8.4	-3.7
COc1ccc(N2CCN(c3oc(Cc4cccc5ccccc45)nc3C#N)CC2)cc1	-2.2	0.8	1.5	3.6	-0.7	-0.2	4.3	-7.1	5.3	-9.2
COc1ccc(C=C2c3ccccc3C(=O)c3ccccc32)c(OC)c1	-0.2	-4.1	-4.0	4.7	0.7	-13.2	-1.2	-2.6	-3.4	-0.6
O=c1[nH]c(CN2CCN(c3ccccc3Cl)CC2)nc2ccsc12	-2.2	4.0	0.0	-5.2	0.1	-3.6	5.7	-3.8	9.8	-1.0
Cc1ccc(C(=O)C2CCN(C(=O)c3ccc(C)cc3)CC2)cc1	-0.3	8.3	-1.6	6.9	4.0	-2.6	-0.5	-0.9	-7.4	-0.9
COCCCNC(=O)/C=C/c1c(Cl)cccc1Cl	3.6	3.0	-5.6	-4.8	-4.6	3.5	-4.9	-0.1	-3.1	-9.0
O=C(CN1C(=O)CSc2ccccc21)NCCC1=CCCCC1	0.1	-13.3	3.5	2.5	-1.7	7.3	5.3	2.3	-8.4	3.0
CCOC(=O)c1cc(-c2ccc(OC)cc2)n(CCC(=O)NCCN2CCC(C)CC2)c1C	2.3	-5.3	-1.5	-3.4	2.9	0.5	-1.4	-2.4	3.5	9.5
Cc1ccc(OCC(=O)N/N=C/c2ccc([N+](=O)[O-])o2)cc1	-10.1	-2.0	9.1	-1.5	-1.6	-14.2	-4.7	-2.5	3.5	-1.4
